Screening results deposited in PubChem by several laboratories.
PDI turbidity = PDI (human) enzyme inhibition | inhibition, % at 10 µM | hit rate 0.052% among 350,000 | PDI insulin aggregation turbidity, A650, 90 min | P07237;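 active = mean inhibition across replicates of 30% or more, whatever share of single replicates reach that level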;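 also: absorbance from insulin aggregation driven by PDI reduction with DTT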
Target sequence (P07237 whole entry, looked up): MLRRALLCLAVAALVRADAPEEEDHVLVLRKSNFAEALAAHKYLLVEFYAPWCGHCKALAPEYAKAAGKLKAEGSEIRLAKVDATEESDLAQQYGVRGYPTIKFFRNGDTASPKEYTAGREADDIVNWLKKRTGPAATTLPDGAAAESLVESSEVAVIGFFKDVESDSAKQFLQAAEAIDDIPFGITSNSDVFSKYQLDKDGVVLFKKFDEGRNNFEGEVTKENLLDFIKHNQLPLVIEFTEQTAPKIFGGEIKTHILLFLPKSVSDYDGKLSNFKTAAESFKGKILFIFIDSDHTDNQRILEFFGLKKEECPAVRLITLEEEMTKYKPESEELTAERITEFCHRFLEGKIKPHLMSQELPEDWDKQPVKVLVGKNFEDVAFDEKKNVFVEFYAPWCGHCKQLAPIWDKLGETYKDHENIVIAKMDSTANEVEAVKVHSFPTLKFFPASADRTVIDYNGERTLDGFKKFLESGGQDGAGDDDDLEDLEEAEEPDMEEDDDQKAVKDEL
Granule exo inh = lytic granule exocytosis inhibition. hit rate 0.66% among 360,000. TALL-104 LAMP-1 surface exposure, flow cytometry; cells stimulated with thapsigargin and PMA. AID 651702. inhibition, % at 10 µM;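 active = inhibition above about 55%, limit read from the data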
MC4R ag barr = agonists of human melanocortin 4 receptor (MC4R) beta-arrestin; P32245; U2OS MC4R beta-arrestin complementation, luminescence; percent of melanotan II response, DMSO zero; activation, % at 8.9 µM; hit rate 0.98% among 360,000; AID 540308;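 active = activation above a per-plate cutoff, the mean activation of sample wells on that plate plus 3 SD, cut at about 8% in these data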
Glyco luc inh = N-linked glycosylation inhibition | reporter increase, % at 12.5 µM | hit rate 0.23% among 360,000 | D54 ERlucT glycosylation luciferase reporter, 24 h; percent of 100 nM tunicamycin response | AID 588692;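 active = mean luciferase reporter signal, scaled so untreated is 0 and the glycosylation-blocking control 100, at or above a set limit in every replicate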;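 also: luciferase carries N-glycosylation sites so blocking glycosylation raises the light; 0% = median of neutral control wells and 100% = median of 100 nM tunicamycin wells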
HTR2A ag = mouse HTR2A agonism via beta-arrestin recruitment; P35363; CHO-K1 mHTR2A beta-arrestin complementation, luminescence; percent of 30 µM serotonin response; activation, % at 7.6 µM; hit rate 0.66% among 360,000;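 active = activation above a run cutoff, the mean activation of all tested compounds plus 3 SD, cut at about 14% in these data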;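 also: 0% = plate median of compound wells and 100% = 30 µM serotonin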
Target sequence (P35363 whole entry, looked up): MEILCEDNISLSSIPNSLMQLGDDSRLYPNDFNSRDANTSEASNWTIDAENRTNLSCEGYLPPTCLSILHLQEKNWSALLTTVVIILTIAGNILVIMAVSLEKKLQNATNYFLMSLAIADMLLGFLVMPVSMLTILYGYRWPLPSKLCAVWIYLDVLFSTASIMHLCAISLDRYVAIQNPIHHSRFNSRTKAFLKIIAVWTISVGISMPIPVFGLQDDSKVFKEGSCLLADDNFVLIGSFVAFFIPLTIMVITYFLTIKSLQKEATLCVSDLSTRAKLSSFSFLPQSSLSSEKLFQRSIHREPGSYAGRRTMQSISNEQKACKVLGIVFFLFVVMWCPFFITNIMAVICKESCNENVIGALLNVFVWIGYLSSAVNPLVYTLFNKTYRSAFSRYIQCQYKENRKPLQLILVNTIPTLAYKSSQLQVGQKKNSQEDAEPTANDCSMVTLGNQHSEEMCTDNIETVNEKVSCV
ABCB6 inh 2 = inhibitors of human ABC transporter ABCB6 | Q9NP58 | K562-ABCB6 porphyrin accumulation, flow cytometry, 1 h; stronger effect = lower value | hit rate 0.19% among 360,000 | fluorescence ratio to DMSO, % at 10 µM;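 active = fluorescence ratio to DMSO below 75%, the collection mean minus 3 SD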;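 also: signal is porphyrin accumulated inside mitochondria; 100% equals median channel fluorescence of DMSO control wells; lower ratio means ABCB6 inhibition with less porphyrin fluorescence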
ABHD5-PLIN5 inh = blocks binding of human ABHD5 to perilipin-5. Q00G26+Q8WTS1. Split G. princeps luciferase complementation, luminescence, 4 h. inhibition, % at 4 µM. hit rate 0.78% among 360,000. AID 602281;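 active = inhibition above the mean inhibition across every tested compound plus 3 SD, cut at about 22% in these data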;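 also: 0% = DMSO only wells and the 100% control is not disclosed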
MC4R antag cAMP = blocks human MC4R cAMP signaling; P32245; MC4R-expressing cells, MTII-stimulated cAMP, LANCE TR-FRET; inhibition, % at 6.5 µM; hit rate 0.48% among 360,000; AID 540295;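 active = inhibition above its plate's cutoff, the mean of tested wells on that plate plus 3 SD, cut at about 29% in these data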;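 also: 0% = Melanotan II alone and 100% = Melanotan II plus saturating MCL0020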
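System: U2OS-MC4R stable cell line; Technique: Eu-cAMP/anti-cAMP TR-FRET, emission 671 nm; Repeats: single well per compound; Also added: Melanotan II; Dosing: one concentration, 6.5 µM nominal; Schedule: 30-min compound, 1-h challenge, 1-h detection, room temperature.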
CaV13 FRET inh = Disruptors of the CACNA1D IQ motif to Ca2+-dependent inactivation inhibitor domain association, primary screening, Förster resonance energy transfer in intact living … | HEK cells, CFP/YFP FRET ICDI-IQ, plate reader, 10 min; percent FRET-ratio fall versus neutral wells | inhibition, % at 12.3 µM | hit rate 0.098% among 340,000;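 active = mean replicate inhibition of at least 30% and at least 1% of replicates passing that level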;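 also: 0% = median of the neutral control wells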
Cardio protect = protects H9c2 cardiomyocytes from peroxide injury. H2O2 injury protection, ATPLite, 2 h. protection from H2O2 cell death, % at 20 µM. hit rate 0.63% among 360,000;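 active = compounds giving at least 50% protection of heart cells from peroxide-induced death in the single-dose screen, raw or plate-pattern-corrected value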;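 also: 0% = DMSO wells with peroxide and 100% = DMSO wells without peroxide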
* hit, by the source's call; . = no result given.

SMILES	PDI turbidity	Granule exo inh	MC4R ag barr	Glyco luc inh	HTR2A ag	ABCB6 inh 2	ABHD5-PLIN5 inh	MC4R antag cAMP	CaV13 FRET inh	Cardio protect
Cc1cccc(C)c1Nc1nnc(SC(C)C(=O)Nc2c(C)n(C)n(-c3ccccc3)c2=O)s1 (centres undefined)	-13	0	-1.4	-2	-1	97	-1	-5	5	-3
CC(C)CC(C(=O)OCC(=O)c1c(N)n(C)c(=O)n(C)c1=O)N1C(=O)C2CC=CCC2C1=O (centres undefined)	-2	-1	0.2	6	2	95	4	9	5	4
CCCn1c(SC(C)C(=O)NC2CC2)nnc1-c1ccncc1 (centres undefined)	-11	-4	-1.3	0	-6	97	0	0	-5	5
CN1CCN(C(=S)c2cn(CCOc3ccccc3F)c3ccccc23)CC1	-1	11	-1.6	-1	-6	101	7	7	-6	-7
CN1CCC(NC(=S)Nc2cccc([N+](=O)[O-])c2)CC1	-1	10	-1.8	3	-7	98	2	6	-2	7
Cc1c(Cl)cccc1NC(=S)N(Cc1cccnc1)Cc1ccccc1Cl	1	4	2.2	-7	1	102	5	26	-2	2
CCc1cc(C(=O)N2CCCC(CO)(Cc3ccc(F)cc3)C2)n(C)n1 (centres undefined)	-8	-8	-1.3	1	2	98	-12	4	-2	-1
C[C@@H](NC(=O)[C@@H]1Cc2ccccc2CN1)C(=O)Nc1ccc2c(c1)OCO2	.	-2	-0.7	10	0	106	-3	20	.	1
COC1CCN(C(=O)c2cc(COc3ccc(-n4cncn4)cc3)on2)CC1	0	-3	-1.9	5	2	94	2	0	-7	1
O=C(NC1CCC(O)CC1)c1ccc(-c2ccc(Cl)cc2)o1 (centres undefined)	-3	0	-1.0	4	12	95	5	7	-4	1
CCc1ccc(-c2cc(C(=O)Nc3ccc(S(=O)(=O)NC(C)=O)cc3)c3ccccc3n2)cc1	0	4	3.7	-1	14	108	14	5	.	-13
O=C(Nc1ccccc1)N1C2CCC1CC(O)(c1cccnc1)C2 (centres undefined)	6	0	-0.4	3	-2	99	-3	3	.	15

Sorted by number of heavy atoms (low to high): some entries from above.
SMILES	PDI turbidity	Granule exo inh	MC4R ag barr	Glyco luc inh	HTR2A ag	ABCB6 inh 2	ABHD5-PLIN5 inh	MC4R antag cAMP	CaV13 FRET inh	Cardio protect
CN1CCC(NC(=S)Nc2cccc([N+](=O)[O-])c2)CC1	-1	10	-1.8	3	-7	98	2	6	-2	7
CCCn1c(SC(C)C(=O)NC2CC2)nnc1-c1ccncc1 (centres undefined)	-11	-4	-1.3	0	-6	97	0	0	-5	5
CN1CCN(C(=S)c2cn(CCOc3ccccc3F)c3ccccc23)CC1	-1	11	-1.6	-1	-6	101	7	7	-6	-7
CC(C)CC(C(=O)OCC(=O)c1c(N)n(C)c(=O)n(C)c1=O)N1C(=O)C2CC=CCC2C1=O (centres undefined)	-2	-1	0.2	6	2	95	4	9	5	4

More results:
SMILES	PDI turbidity	Granule exo inh	MC4R ag barr	Glyco luc inh	HTR2A ag	ABCB6 inh 2	ABHD5-PLIN5 inh	MC4R antag cAMP	CaV13 FRET inh	Cardio protect
COc1ccc(N(CC(=O)NCCC2=CCCCC2)S(C)(=O)=O)cc1	-1	-1	-0.3	-1	4	96	0	5	-5	-5
CCN1C(=O)[C@H]2[C@@H](c3ccc(-c4ccc(Cl)c(Cl)c4)cc3)N[C@@](Cc3ccccc3)(C(=O)OC)[C@H]2C1=O	-15	3	-0.6	-4	6	99	-4	7	-9	-6
Fc1ccccc1C1c2cccn2CCN1C(=S)Nc1cccc(Br)c1 (centres undefined)	-1	-1	-1.5	0	1	107	-1	8	-3	2
Cc1sc(N)nc1-c1ccc2c(c1)OCCO2	3	6	0.0	1	-5	98	-3	-3	-6	-6
NCc1ccccc1COc1ccccc1	-10	-4	0.8	1	-2	98	9	-5	-3	-5
COc1ccc(-c2nn3c(-c4ccc(F)cc4)nnc3s2)cc1	-4	-1	-0.2	1	0	81	-1	-2	-7	16
Cc1ccc(NS(=O)(=O)c2ccc(C(=O)N3CCN(c4ccccn4)CC3)cc2)cc1	12	-1	-1.0	-3	-1	90	0	1	-2	-28
CC(C)C(=O)Nc1nc2c(ncn2C2CC(O)C(CO)O2)c(=O)[nH]1 (centres undefined)	.	1	1.5	2	2	97	-1	8	-6	1
CN(C)S(=O)(=O)c1cccc(NC(=O)Cc2ccc(-c3ccccc3)cc2)c1	-8	35	-0.9	-4	-3	89	1	16	-4	-9
COc1ccc(CN(C(=O)c2oc3ccc(F)cc3c2C)C2CCS(=O)(=O)C2)cc1 (centres undefined)	-2	2	-1.2	-2	-6	93	0	5	-6	0
COc1cc(OC)cc(-c2c(-c3ccsc3)c3cc(Br)ccc3n2C)c1	11	-7	2.9	4	15*	100	1	0	-13	-7
CC1CCN(S(=O)(=O)c2ccc3c(c2)N(CC(=O)NCCCN2CCCC(C)C2)C(=O)CS3)CC1 (centres undefined)	-28	0	0.0	3	3	94	-3	-1	-5	-4
CCOC(=O)C1=C(CSc2nc(-c3ccncc3)ccc2C#N)OC(N)=C(C#N)C1c1cccnc1 (centres undefined)	0	3	0.8	3	-5	89	-5	-9	-5	10
COc1cccc(-n2c(=O)c3ccccc3n(CC(=O)NCC3CCCO3)c2=O)c1 (centres undefined)	-11	-18	0.8	0	0	96	6	11	-2	1
Cc1cc(NC(=O)CSc2nnc(C3CC3)n2Cc2ccccc2)no1	3	0	1.4	1	6	105	0	13	-5	3
COCCNC(=O)c1ccccc1NC(=O)CN(c1ccc2c(c1)OCO2)S(C)(=O)=O	2	-1	-0.8	1	0	87	-5	11	-6	6
CCCC(C)(C)C(=O)N1CCC1(C)C(=O)Nc1cccc(OC)c1 (centres undefined)	13	7	0.0	0	4	95	7	4	-9	7
COc1ccc(OC)c(/C=C/C(=O)OCC(=O)Nc2ccc3c(c2)OCCO3)c1	-21	6	-2.5	3	2	101	0	-20	-2	26
O=S(=O)(c1ccc2c(c1)OCCO2)N(Cc1ccc(F)cc1)Cc1nnc(-c2cccs2)o1	9	0	-1.3	-2	-2	92	-3	8	-4	-3
CCCc1cc(C(=O)OC)c(NC(=O)c2cc(C)on2)s1	-1	1	-0.9	-2	8	94	-4	9	-5	1
Cc1oc2c(c1C(=O)NCCCC(=O)O)CCCC2	-1	-2	0.9	0	2	99	-2	-1	.	2
O=S1(=O)CCN2C(c3ccc4c(c3)CCCC4)=CSC2=N1	-6	-1	0.8	1	9	99	-4	13	.	-11
O=C(c1cccc(S(=O)(=O)NCc2ccccc2)c1)N1CCN(c2ccccc2Cl)CC1	5	0	3.6	11	-2	99	-10	-2	-6	-18
O=c1c2c3nc4ccccc4nc3n(Cc3ccccc3)c2ncn1Cc1ccco1	13	93*	-3.1	4	-3	105	44*	16	-3	-29
CCN(CC)CCNCC(O)(c1ccc(Cl)cc1)c1ccc(Cl)cc1	0	1	-2.5	2	-9	104	8	-5	-7	0
C/C(CC(=O)Nc1ccc(N(C)C)cc1)=N\NC(=O)c1ccc([N+](=O)[O-])cc1	0	3	0.5	2	-11	98	2	-4	-4	48
CCSc1nnc(NC(=O)c2ccc(C)o2)s1	3	-5	-1.1	.	3	99	1	-1	-8	-7
C/C(=N\NC(=S)NCc1ccccc1)c1ccc(C)o1	-2	0	-0.2	1	-5	101	-5	0	-6	-9
COc1ccc(OC)c(NC(=O)CSc2nc(=O)n(Cc3ccccn3)c3c2CCC3)c1	-4	5	-1.6	-3	-2	95	-6	0	-6	-3
CS(=O)(=O)N(CC(=O)N1CCOCC1)c1ccc2c(c1)OCO2	13	-1	0.2	0	13	97	-3	11	.	6
COCCN(C(=O)c1ccccc1OC1CCN(S(C)(=O)=O)CC1)C(C)C	-2	-3	-1.5	1	1	98	3	2	-5	3
Cc1cccc2cc(C#N)c(NCCNS(=O)(=O)c3ccccc3)nc12	0	-1	-1.9	1	2	98	-1	-5	-2	2
NC(=O)C1(c2ccccc2)CCCN1C(=O)c1ccc(Br)cc1 (centres undefined)	2	-2	-3.0	-2	-5	98	4	3	3	-6
Cn1ccnc1SCCNC(=O)C1CCC(=O)N(Cc2ccc(Cl)cc2)C1 (centres undefined)	12	-2	-3.2	0	-6	93	5	0	-3	6
O=C(NC(Cc1ccccc1)C(=O)NC1CC1)OCc1ccccc1 (centres undefined)	-3	3	2.8	2	-2	88	12	-5	-7	-1
Cc1ccnc(NS(=O)(=O)c2ccc(NC(=O)c3ccc4c(c3)OCCO4)cc2)n1	5	0	-0.8	2	0	101	-4	10	-1	1
O=c1c(Cc2c(F)cccc2Cl)c(O)ccn1CCc1ccccn1	2	4	-2.0	-1	-1	94	9	3	1	2
COC(=O)[C@]1(Cc2ccccc2)N[C@H](CN(C)C(=O)Nc2ccc(F)cc2)[C@@H]2C(=O)N(C)C(=O)[C@@H]21	-5	-2	-1.7	3	0	104	2	15	-8	5
CCOC(=O)c1cc2c(nc1N)CC(C)(CC)OC2 (centres undefined)	-6	-1	1.3	2	3	94	10	-3	.	-1
O=C(O)c1cccc(NC(=S)N/N=C/c2ccccc2OCc2cccc(Br)c2)c1	7	-1	0.9	1	-4	102	-8	22	-11	-2
O=C(NCC1CCCO1)C(C(=O)c1ccccc1)n1ccccc1=O (centres undefined)	-10	-1	-1.4	1	9	97	-8	-1	-5	0
CCOC(=O)CC(=O)c1[nH]c(C)c(C(=O)OCC)c1C	0	0	-2.4	1	5	103	-9	0	-12	-9

2 of the compounds above, with values under each structure:
The line under a structure holds: PDI turbidity, Granule exo inh, MC4R ag barr, Glyco luc inh, HTR2A ag, ABCB6 inh 2, ABHD5-PLIN5 inh, MC4R antag cAMP, CaV13 FRET inh, Cardio protect
- Cc1oc2c(c1C(=O)NCCCC(=O)O)CCCC2
  -1, -2, 0.9, 0, 2, 99, -2, -1, ., 2
- CCOC(=O)C1=C(CSc2nc(-c3ccncc3)ccc2C#N)OC(N)=C(C#N)C1c1cccnc1 (centres undefined)
  0, 3, 0.8, 3, -5, 89, -5, -9, -5, 10
